TRPC6 inh: inhibitors of mouse TRPC6 channel; HEK293-TRPC6, membrane potential dye, ACh-evoked depolarization; active compounds read low; actives 1.1% (n = 310,000); Q61143; AID 2553; B-score at 10 µM;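 active means B-score under library mean minus 3 SD, initial fluorescence not abnormally high, positive integrated signal ratio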;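 further: B-score derived from integrated fluorescence ratio over the kinetic read; more negative B-score means stronger inhibition of depolarization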
MrgX1 agonist: agonists of human MrgX1 receptor; Q96LB2; actives 0.44% (n = 310,000); B-score at 10 µM; MrgX1-HEK293 cells, Fluo-4 calcium fluorescence, agonist mode; active compounds read high;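 active means calcium response B-score plate-corrected fluorescence ratio at least 3 library SD, with starting fluorescence B-score inside 5 SD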
Target sequence (Q96LB2 whole entry, looked up): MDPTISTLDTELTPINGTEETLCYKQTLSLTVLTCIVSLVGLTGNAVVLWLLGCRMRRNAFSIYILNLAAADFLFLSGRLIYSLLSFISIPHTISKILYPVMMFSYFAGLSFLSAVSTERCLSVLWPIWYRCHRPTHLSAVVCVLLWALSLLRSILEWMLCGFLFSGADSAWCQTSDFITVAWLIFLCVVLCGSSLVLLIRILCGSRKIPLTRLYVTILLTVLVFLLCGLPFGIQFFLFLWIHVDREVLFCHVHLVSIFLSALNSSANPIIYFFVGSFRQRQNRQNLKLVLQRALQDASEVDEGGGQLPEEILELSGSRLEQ
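Test system: HEK293 cells stably expressing human MrgX1 receptor; Input: fifteen thousand cells per well; Dosing: compound delivered in addition one of three; Schedule: overnight seeding, then 1 h dark dye loading; Technique: Fluo-4 NW calcium fluorescence; Measure: B-scored fluorescence response ratio; Controls: positive and negative controls per plate.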
TMEM16A act: mouse TMEM16A channel activation, primary screen. Q8BHY3. HEK293 TMEM16A/YFP-H148Q/I152L, iodide quench fluorescence; active compounds read low. B-score at 10 µM. actives 0.3% (n = 340,000). AID 623877;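 active means fluorescence-ratio B-score plate-corrected deviation score at least 3 library SD below zero, with starting fluorescence score within 5 deviations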;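 further: channel opened by trigger with iodide after compound preincubation; score built on the fluorescence ratio of max minus min over baseline; more negative score means more quench and so TMEM16A activation or potentiation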
MrgX1 antagonist: human MrgX1 receptor antagonism, primary screen. Q96LB2. MRGX1-HEK293 calcium flux, Fluo-4, BAM8-22 antagonism; active compounds read low. B-score at 10 µM. actives 1.3% (n = 310,000). AID 588676;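 active means calcium-response B-score plate-corrected more than 3 library SD below zero, starting fluorescence within 5 deviations, no agonist response on first addition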;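 further: peak minus trough fluorescence over baseline after final BAM8-22 challenge near maximal dose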
ANO1 block: mouse TMEM16A channel inhibition, primary screen. HEK293 TMEM16A/YFP iodide influx fluorescence, ionomycin. Q8BHY3. AID 588511. normalized B-score (activity score, 25-100; higher = stronger inhibition) at 10 µM. actives 1.2% (n = 310,000);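 active means ratio plate-corrected score three or more library SD toward inhibition, starting fluorescence score within five deviations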;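 further: score derived from kinetic fluorescence span divided by baseline fluorescence per well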
SKKanGAS inh: SKKanGAS growth inhibition | inhibition, % at 7.5 µM | actives 1.3% (n = 300,000) | AID 1662 | S. pyogenes SKKanGAS, kanamycin growth, BacTiter-Glo, 6 h;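 active means mean replicate score, as percent of positive control median, at least 50; inconclusive means mean below 50 but one replicate at or above 50; inactive means mean and every replicate below 50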;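 further: strain carries kanamycin resistance gene driven by streptokinase promoter and grows in 40 µg/ml kanamycin; loss of luminescence reflects streptokinase promoter inhibition or plain growth inhibition; 0% = median of DMSO wells and 100% = positive control at its reference dose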
TRPC6 activator: activates the mouse TRPC6 cation channel; Q61143; HEK293-TRPC6 membrane potential dye fluorescence; active compounds read high; B-score at 10 µM; actives 0.13% (n = 310,000);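 active means B-score of the integrated fluorescence ratio above library mean plus 3 SD, and starting fluorescence ratio within library mean plus 5 SD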;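 further: higher score means more depolarization so channel activation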
RGS4 act: potentiators or activators of RGS4; HEK293 M3R/inducible RGS4, carbachol calcium flux Fluo4; active compounds read low; B-score at 10 µM; actives 0.92% (n = 310,000);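 active means B-score of the integrated calcium signal more than 4 SD below the library mean, with starting fluorescence not abnormally high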;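 further: negative B-score means reduced calcium response which marks RGS4 activation or potentiation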
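Test system: HEK293 cells with stable M3R and inducible RGS4; also added: carbachol at ECmax as muscarinic agonist stimulus; schedule: dye loading 30 min 37 °C, buffer rest 30 min RT; technique: kinetic calcium fluorescence imaging with Fluo4-AM dye, 2 µM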
HDAC3 inhib: blocks human histone deacetylase 3. actives 0.15% (n = 320,000). recombinant HDAC3, fluorogenic peptide/trypsin coupled, fluorescence. inhibition, % at 8.3 µM. AID 2718. O15379; in the data active means inhibition above about 26%, passing the limit was not always enough; inconclusive means no clear call, values can overlap the other calls
Target sequence (O15379 whole entry, looked up): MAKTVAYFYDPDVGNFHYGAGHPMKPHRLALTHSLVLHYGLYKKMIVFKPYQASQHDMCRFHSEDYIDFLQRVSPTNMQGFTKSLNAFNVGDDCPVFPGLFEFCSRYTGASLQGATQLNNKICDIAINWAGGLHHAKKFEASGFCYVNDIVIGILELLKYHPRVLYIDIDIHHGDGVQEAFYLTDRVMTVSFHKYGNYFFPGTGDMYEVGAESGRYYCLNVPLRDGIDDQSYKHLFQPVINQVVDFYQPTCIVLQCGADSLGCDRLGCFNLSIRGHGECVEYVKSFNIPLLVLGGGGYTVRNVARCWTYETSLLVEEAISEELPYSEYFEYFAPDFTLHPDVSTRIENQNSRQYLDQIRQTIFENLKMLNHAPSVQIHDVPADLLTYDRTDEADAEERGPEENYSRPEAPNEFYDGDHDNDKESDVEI
MrgX1 allo act: allosterically activates human MrgX1 receptor signaling; Q96LB2; B-score at 10 µM; actives 0.63% (n = 310,000); MrgX1-HEK293, Fluo-4 calcium flux, FDSS; active compounds read high; AID 588675;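 active means plate-corrected calcium response at least 3 library SD above typical, normal starting fluorescence, not activating the receptor alone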;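 further: compound read alongside a low EC10 to EC30 dose of BAM8-22 agonist; peak minus trough fluorescence over baseline measured at the second addition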
RGS4 block: inhibitors of human RGS4. actives 0.45% (n = 310,000). P49798. B-score at 10 µM. HEK293 M3R/RGS4 inducible, Fluo-4 calcium flux; active compounds read high; triggered by carbachol at its EC20;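 active means B-score, a plate-corrected calcium signal, over three deviations above library mean, with baseline fluorescence within five deviations of library mean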;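 further: RGS4 expression induced by doxycycline in cells with stable M3 receptor; B-score is computed from the integrated fluorescence ratio over baseline after carbachol; higher B-score means a larger calcium signal and so more RGS4 inhibition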
Target sequence (P49798 whole entry, looked up): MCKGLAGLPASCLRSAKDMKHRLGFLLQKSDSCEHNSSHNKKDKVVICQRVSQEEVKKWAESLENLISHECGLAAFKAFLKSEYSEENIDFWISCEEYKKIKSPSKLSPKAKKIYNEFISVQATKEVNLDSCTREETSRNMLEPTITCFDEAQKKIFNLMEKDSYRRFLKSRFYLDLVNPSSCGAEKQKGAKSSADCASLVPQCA
An asterisk follows results filed as active; i = inactive; ? = inconclusive; · = no result given.

SMILES | TRPC6 inh | MrgX1 agonist | TMEM16A act | MrgX1 antagonist | ANO1 block | SKKanGAS inh | TRPC6 activator | RGS4 act | HDAC3 inhib | MrgX1 allo act | RGS4 block
CCOc1ccccc1N1CSC2=C(C#N)C(c3c(OC)ccc4ccccc34)CC(=O)N2C1 (stereo unspecified) | i | i | i | i | i | 9.1 | i | i | ? | i | i
O=C(CSc1nnc(-c2ccco2)o1)NC(=O)C1COc2ccccc2O1 (stereo unspecified) | i | i | i | i | i | -10.9 | i | i | 6.0 | i | i
CCCc1ccc(S(=O)(=O)NCCc2ccncc2)cc1 | i | i | i | i | i | -26.1 | i | i | 4.3 | i | i
CC(C)(Oc1ccc(Cl)cc1)C(=O)N(Cc1ccccc1)c1ccccn1 | i | i | i | i | i | -10.0 | i | i | 0.2 | i | i
CC(=O)Nc1cccc(NC(=O)CSc2ncc(-c3ccc(Cl)cc3)n2Cc2ccco2)c1 | i | i | i | i | 100* | 25.3 | i | -8.6* | 9.5 | i | i
CN(C)CC(C)(C)CNS(=O)(=O)c1ccc(OC(F)(F)F)cc1 | i | i | i | i | i | 2.5 | i | i | 1.1 | i | i
CC(C)C[C@H](NC(=O)c1nc[nH]c1C(=O)N1CCc2ccccc2C1)C(=O)OC(C)(C)C | i | i | i | i | i | -1.2 | i | i | 8.2 | i | i
COc1ccc(N(CC(=O)NCc2ccco2)C(=O)CCC(=O)Nc2nccs2)cc1 | i | i | i | i | i | 2.0 | i | i | -10.3 | i | i
C=CCN1C(=O)CN=C1Nc1cc(C)cc(C)c1 | i | i | i | i | i | 0.9 | i | i | 4.6 | i | i
CC(NC1CCN(Cc2ccccc2)CC1)c1ccc(F)cc1 (stereo unspecified) | i | i | i | i | i | 3.3 | i | i | 0.8 | i | i
CC1CCCC(C)N1/N=C/c1cccc([N+](=O)[O-])c1 (stereo unspecified) | i | i | i | i | i | 0.1 | i | i | 1.5 | i | i
CSCCNC(=O)c1cccc(Cl)c1 | i | i | i | i | i | -4.4 | i | i | 3.3 | i | i
CC1=C(n2nnc3ccccc32)C(c2ccccc2)C(C#N)=C(N)O1 (stereo unspecified) | i | i | i | i | i | -1.0 | i | i | 2.9 | i | i
CC(C)c1ccc(NC(=O)CSc2nc3ncccc3[nH]2)cc1 | i | i | i | i | i | 6.4 | i | i | 2.7 | i | i
Cc1ccc(C)c(NC(=O)Cn2nc(-c3ccccc3)nc2-c2ccccc2)c1 | i | i | i | i | i | 4.5 | i | i | ? | i | i
CCc1ccc(NC(=O)CSc2nncn2-c2cccnc2)cc1 | i | i | i | i | i | 17.9 | i | i | -8.7 | i | i
CCOC(=O)Cn1nnnc1CN1CCN(c2ccc(OC)cc2)CC1 | i | i | i | i | i | 1.0 | i | i | 1.8 | i | i
FC(F)(F)c1cccc(Cc2noc(CN(Cc3ccccn3)CC3CCCO3)n2)c1 (stereo unspecified) | i | i | i | i | i | 22.2 | i | i | -0.1 | i | i
Fc1ccc(-n2nnc(-c3ccccc3Br)n2)cc1 | i | i | i | i | i | -1.1 | i | i | 1.8 | i | i
Cc1ccc(OCCn2c(C3CC(=O)N(Cc4ccccc4)C3)nc3ccccc32)cc1 (stereo unspecified) | i | i | i | i | i | 11.1 | i | i | ? | i | i
CCN(CC)CCn1c2ccccc2c2cnc(N)c(C#N)c21 | -7.23* | i | i | i | i | 17.7 | i | i | -21.5 | i | i
O=C1CCC(C(=O)N2CCN(c3ccc(F)cc3)CC2)CN1CC1CCCCC1 (stereo unspecified) | i | i | i | i | i | -0.9 | i | i | -4.3 | i | i
O=C(N/N=C\c1ccc(CN(Cc2ccc(Cl)cc2)S(=O)(=O)c2ccccc2)o1)C(=O)Nc1ccc(F)cc1 | i | i | i | i | i | -0.4 | i | i | 4.0 | i | i
CC1=CC(C)(C)N2C(=O)C(=Nc3ccc(O)cc3)c3cccc1c32 | i | i | i | i | i | 7.0 | i | i | 2.4 | i | i
CCC(C)NC(=O)c1nn(Cc2ccccc2)c(=O)c2ccccc12 (stereo unspecified) | i | i | i | i | i | 5.3 | i | i | 13.9 | i | i
SMILES | TRPC6 inh | MrgX1 agonist | TMEM16A act | MrgX1 antagonist | ANO1 block | SKKanGAS inh | TRPC6 activator | RGS4 act | HDAC3 inhib | MrgX1 allo act | RGS4 block
COc1cc(C=NCC2OCCc3ccccc32)cc(OC)c1 (stereo unspecified) | i | i | i | i | i | -7.2 | i | i | -1.0 | i | i
OC(CNCc1ccc(Cl)cc1)(c1ccccc1)c1ccc(F)cc1 (stereo unspecified) | i | i | i | i | i | -10.3 | i | -9.37* | -5.6 | i | i
CN1CCN(S(=O)(=O)c2ccc(N(C)Cc3cccs3)nc2)CC1 | i | i | i | i | i | -6.1 | i | i | -0.3 | i | i
Cc1cccc(N(CC(=O)NC2CCCCC2)C(=O)CCCC(=O)Nc2ccccn2)c1C | i | i | i | i | i | 3.1 | i | i | -0.6 | i | i
O=S(=O)(NCc1ccc(Cl)cc1Cl)c1cccs1 | i | i | i | i | i | 7.3 | i | i | 4.1 | i | i
COc1ccc(CCNC(=O)CCN2C(=O)C3CC=CCC3C2=O)cc1OC (stereo unspecified) | i | i | i | i | i | 0.4 | i | i | -0.8 | i | i
Cc1cccc(NC(=O)c2cc(-c3c(C)cc(C)cc3O)n[nH]2)c1 | i | i | i | i | i | 1.2 | i | i | -11.7 | i | i
CCc1c(C)nc2ncnn2c1Nc1ccc(C)c(C)c1 | i | i | i | i | i | 0.2 | i | i | 4.0 | i | i
O=C(Nc1nnc(-c2ccccc2)s1)c1ccc(F)cc1 | i | i | i | i | i | -5.0 | i | i | -0.6 | i | i
CCOc1ccc(S(=O)(=O)N(CC(=O)NCc2cccnc2)c2ccc(C)cc2)cc1 | i | i | i | i | i | -1.2 | i | i | 3.0 | i | i
CCOc1ccccc1C(=O)NCc1ccc2c(c1)OCO2 | i | i | i | i | i | -4.5 | i | i | -1.4 | i | i
CC(=O)N1CCC(=NNS(=O)(=O)c2ccc(C)c([N+](=O)[O-])c2)CC1 | i | i | i | i | i | -2.9 | i | i | 2.0 | i | i
COc1ccc(CN2CC(C(=O)NCCc3ccc(C)cc3)CC2=O)cc1 (stereo unspecified) | i | i | i | i | i | -11.9 | i | i | -1.9 | i | i
Cc1cc(C)c(NC(=O)/C(=C/c2ccccc2)c2ccccc2)c(C)c1 | i | i | i | i | i | -8.2 | i | i | 1.5 | i | i
O=C(NC(=S)NCc1ccco1)c1ccc(Br)cc1 | i | i | i | i | i | -1.5 | i | i | 10.4 | i | i
O=C(OCc1ccc(C(=O)c2ccccc2)cc1)c1cccc(-c2nnc(-c3ccccc3)o2)c1 | i | i | i | i | i | -7.7 | i | i | -1.7 | i | i
Cc1nn(CC(=O)Nc2ccc(C(=O)N(C)C)cc2)c(=O)c2ccccc12 | i | i | i | i | i | -1.3 | i | i | -1.7 | i | i
CNS(=O)(=O)c1ccc(NC(=O)c2cncc(Br)c2)cc1 | i | i | i | i | i | 21.5 | i | i | 0.0 | i | i
CCOC(=O)/C(C#N)=N/Nc1ccc(S(=O)(=O)Nc2cc(OC)nc(OC)n2)cc1 | i | i | i | i | i | -2.7 | i | i | 8.3 | i | i
COc1ccccc1-c1cc(N)n(S(=O)(=O)c2ccc(F)c(C)c2)n1 | i | i | i | i | i | -0.2 | i | i | -1.3 | i | i
Cc1ccc(-n2nc3c(c2NC(=O)c2ccc(Br)o2)CSC3)c(C)c1 | i | i | i | i | i | 1.3 | i | i | 1.6 | i | i
O=C(Nc1cccnc1)c1ccc2c(c1)C(=O)N(CC1CCCO1)C2=O (stereo unspecified) | i | i | i | i | i | -22.2 | i | i | -3.4 | i | i
CC(Sc1nnc2c(n1)[nH]c1ccccc12)C(=O)NC1CCCCC1 (stereo unspecified) | i | i | i | i | i | 5.0 | i | i | 1.3 | i | i
CC1CCCCC1NS(=O)(=O)c1ccc(S(=O)(=O)NCc2ccncc2)cc1 (stereo unspecified) | i | i | · | i | i | -5.8 | i | i | -1.0 | i | i
OC(CN1CCOCC1)(c1ccccc1)c1ccccn1 (stereo unspecified) | i | i | · | i | i | 0.3 | i | i | 1.0 | i | i
SMILES | TRPC6 inh | MrgX1 agonist | TMEM16A act | MrgX1 antagonist | ANO1 block | SKKanGAS inh | TRPC6 activator | RGS4 act | HDAC3 inhib | MrgX1 allo act | RGS4 block
O=S(=O)(NC1CCCCCCC1)c1cccs1 | i | i | i | i | i | 4.1 | i | i | 0.6 | i | i
COC(=O)[C@]1(Cc2ccccc2)N[C@H](c2ccc(-c3ccc(F)cc3)cc2)[C@@H]2C(=O)N(C)C(=O)[C@@H]21 | i | i | i | i | i | 13.0 | i | i | 7.6 | i | i
O=C(NCc1ccco1)C1OCCc2ccccc21 (stereo unspecified) | i | i | i | i | i | 0.3 | i | i | 2.3 | i | i
CCCNC(=O)c1ccccc1SCc1c(C)noc1C | i | i | i | i | i | -0.5 | i | i | -0.8 | i | i
CCOC(=O)c1nc(C)c(C(C)=O)s1 | i | i | i | i | i | -2.8 | i | i | 3.3 | i | i
COc1cc(SC)ccc1C(=O)N(Cc1ccccc1)c1ccccc1 | i | i | i | i | i | 6.4 | i | i | -2.5 | i | i
Cc1cc(-c2csc(NC(=O)c3ccc(=O)[nH]c3)n2)c(C)n1Cc1ccco1 | i | i | i | i | i | 2.9 | i | i | 2.1 | i | i
CC(OC(=O)CC1CCCCC1)C(=O)Nc1cccc(C#N)c1 (stereo unspecified) | i | i | i | i | i | 2.2 | i | i | 4.4 | i | i
CCn1cc(S(=O)(=O)Nc2ncccn2)cn1 | i | i | i | i | i | -0.7 | i | i | 4.4 | i | i
Cc1cnc(C(=O)OCC(=O)c2ccc(Cl)cc2)cn1 | i | i | i | i | i | -6.1 | i | i | -1.1 | i | i
Cc1cccc(C)c1NCC(=O)N1CCN(Cc2ccccc2)CC1 | i | i | i | i | i | -2.8 | i | i | -4.7 | i | i
O=C(COC(=O)c1ccc(O)cc1)Nc1ccc(N2CCCCC2)cc1 | i | i | i | i | i | -2.4 | i | i | -4.3 | i | i
Cc1cc(O)c(C(=O)/C=C/c2ccc(C(C)C)cc2)c(=O)o1 | i | i | i | i | i | 18.6 | i | i | 9.8 | i | i
Cn1cnc(S(=O)(=O)Nc2cc(-c3ccc(Cl)cc3)nn2C)c1 | i | i | i | i | i | 0.2 | i | i | · | i | i
